High-throughput results as filed in PubChem BioAssay.
T cruzi HTS – inhibitors of intracellular Trypanosoma cruzi, primary screen, cell-based, plate reader, single point, set 2; intracellular Trypanosoma cruzi in host cells; activity score (inhibition), % at 5.01 µM; 22,000 compounds, 4.9% hits; in the data active means activity score above about 55%;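 further: parasites and compound incubated about four days before reading; 0% = median of neutral control wells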
INS-1E rescue – protection of INS-1E cells from cytokine death, primary screen, ATP luminescence, single point; INS-1E cytokine-induced death, 48 h; normalised: neutral wells 0, positive control 100; protection from cytokine-induced ATP loss, % at 10 µM; 20,000 compounds, 0.1% hits; AID 488910, 2010;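 active means mean replicate protection from cytokine-induced ATP loss at least 50% and at least 75% of replicates each reaching 50%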
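Assay system: INS-1E rat insulinoma cells. Amount: 8000 cells per well. Medium: phenol-red-free RPMI with 5% fetal bovine serum. Reagent: IL-1β, TNF-α and IFN-γ cytokine mix. Doses: one compound concentration, pin transfer. Schedule: 48 h co-treatment, 10 min post-lysis read. Detection: CellTiter-Glo luminescence measuring cellular ATP.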
The depositor's hits bear a star; / = no result given.

#1 Cc1ccc(S(=O)(=O)Nc2ccc3c(c2)C(=O)N([C@H](C)CO)C[C@H](C)[C@@H](CN(C)Cc2ccncc2)O3)cc1
#2 CC(C)NC(=O)N(C)C[C@H]1Oc2ccc(NS(C)(=O)=O)cc2C(=O)N([C@H](C)CO)C[C@H]1C
#3 Cc1ccc(S(=O)(=O)N(C)C[C@H]2Oc3ccc(NC(=O)Nc4ccc(C(F)(F)F)cc4)cc3C(=O)N([C@H](C)CO)C[C@@H]2C)cc1
#4 COc1ccc(S(=O)(=O)N(C)C[C@@H]2Oc3ccc(NC(=O)Nc4ccc(C(F)(F)F)cc4)cc3C(=O)N([C@H](C)CO)C[C@@H]2C)cc1
#5 C[C@@H]1CN([C@H](C)CO)C(=O)c2cc(NC(=O)CCCN(C)C)ccc2O[C@@H]1CN(C)Cc1ccc(C(=O)O)cc1
#6 C[C@@H]1CCCCO[C@H](CN(C)S(=O)(=O)c2cccs2)[C@@H](C)CN([C@H](C)CO)C(=O)c2cc(NS(C)(=O)=O)ccc2O1
Screen / compound no. | 1 | 2 | 3 | 4 | 5 | 6
T cruzi HTS | -6 | -9 | 9 | 13 | 7 | 1
INS-1E rescue | / | 3 | -44 | -26 | 0 | 2

#7 COc1ccc(S(=O)(=O)Nc2ccc3c(c2)C(=O)N([C@H](C)CO)C[C@H](C)[C@H](CN(C)C)OCCCC[C@@H](C)O3)cc1
#8 C[C@@H]1CN([C@H](C)CO)C(=O)Cc2cc(NC(=O)Nc3ccccc3)ccc2O[C@@H]1CN(C)Cc1ccc(C(=O)O)cc1
#9 C[C@@H]1CN([C@H](C)CO)C(=O)Cc2cc(NS(=O)(=O)c3ccc(F)cc3)ccc2O[C@H]1CN(C)C
#10 C[C@H]1CN([C@@H](C)CO)C(=O)c2cccc(NC(=O)C3CC3)c2O[C@H]1CN(C)Cc1ccncc1
#11 C[C@H]1CN([C@@H](C)CO)C(=O)Cc2cc(NC(=O)Cc3cn(C)c4ccccc34)ccc2O[C@H]1CN(C)C(=O)Nc1ccccc1
#12 COc1ccc(NC(=O)N(C)C[C@H]2Oc3c(NC(=O)Nc4ccc(C(F)(F)F)cc4)cccc3C(=O)N([C@H](C)CO)C[C@@H]2C)cc1
Screen / compound no. | 7 | 8 | 9 | 10 | 11 | 12
T cruzi HTS | -12 | -12 | -29 | -20 | -23 | 34
INS-1E rescue | 5 | 4 | 11 | 9 | 2 | -22

#13 C[C@H](CO)N1C[C@H](C)[C@@H](CN(C)S(C)(=O)=O)Oc2ccc(NC(=O)CCC(F)(F)F)cc2C1=O
#14 C[C@H]1CN([C@@H](C)CO)C(=O)Cc2cc(NS(=O)(=O)c3ccccc3)ccc2O[C@H]1CN(C)Cc1ccc(C(F)(F)F)cc1
#15 C[C@@H]1CN([C@H](C)CO)C(=O)c2cccc(NS(C)(=O)=O)c2O[C@@H]1CN(C)CC1CC1
#16 Cc1ccc(S(=O)(=O)N(C)C[C@H]2Oc3ccc(NC(=O)CCCCCC(=O)Nc4ccccc4N)cc3C(=O)N([C@H](C)CO)C[C@H]2C)cc1
#17 C[C@H](CO)N1C[C@H](C)[C@@H](CN(C)C(=O)NC2CCCCC2)Oc2c(NC(=O)Nc3ccc(F)cc3)cccc2C1=O
#18 CNC[C@@H]1Oc2ccc(NS(=O)(=O)c3ccc(F)cc3)cc2C(=O)N([C@H](C)CO)C[C@@H]1C
Screen / compound no. | 13 | 14 | 15 | 16 | 17 | 18
T cruzi HTS | -30 | 48 | -9 | 17 | 12 | -11
INS-1E rescue | 2 | -1 | 0 | -6 | -1 | 11

#19 C[C@H](CO)N1C[C@H](C)[C@@H](CN(C)C(=O)Nc2ccc(F)cc2)Oc2c(NS(=O)(=O)c3ccc(Cl)cc3)cccc2C1=O
#20 C[C@H](CO)N1C[C@H](C)[C@H](CN(C)Cc2ccc(O)cc2)OCc2cn(nn2)CCCC1=O
#21 Cc1noc(C)c1NC(=O)Nc1cccc2c1O[C@@H](CN(C)Cc1ccccc1)[C@H](C)CN([C@@H](C)CO)C2=O
#22 C[C@H](CO)N1C[C@H](C)[C@H](CN(C)Cc2ccccc2)Oc2ccc(NC(=O)C3CCCCC3)cc2CC1=O
#23 C[C@H]1CN([C@@H](C)CO)C(=O)Cc2cc(NC(=O)C3CCCCC3)ccc2O[C@@H]1CN(C)C(=O)Nc1ccc2c(c1)OCO2
#24 C[C@H](CO)N1C[C@H](C)[C@H](CN(C)S(C)(=O)=O)Oc2c(NC(=O)C3CC3)cccc2C1=O
Screen / compound no. | 19 | 20 | 21 | 22 | 23 | 24
T cruzi HTS | 2 | -7 | -4 | -26 | -9 | -10
INS-1E rescue | 5 | / | 7 | 9 | 1 | 10

5 entries picked at random from those above, as already listed:
#22 C[C@H](CO)N1C[C@H](C)[C@H](CN(C)Cc2ccccc2)Oc2ccc(NC(=O)C3CCCCC3)cc2CC1=O
#23 C[C@H]1CN([C@@H](C)CO)C(=O)Cc2cc(NC(=O)C3CCCCC3)ccc2O[C@@H]1CN(C)C(=O)Nc1ccc2c(c1)OCO2
#20 C[C@H](CO)N1C[C@H](C)[C@H](CN(C)Cc2ccc(O)cc2)OCc2cn(nn2)CCCC1=O
#21 Cc1noc(C)c1NC(=O)Nc1cccc2c1O[C@@H](CN(C)Cc1ccccc1)[C@H](C)CN([C@@H](C)CO)C2=O
#19 C[C@H](CO)N1C[C@H](C)[C@@H](CN(C)C(=O)Nc2ccc(F)cc2)Oc2c(NS(=O)(=O)c3ccc(Cl)cc3)cccc2C1=O
Screen / compound no. | 22 | 23 | 20 | 21 | 19
T cruzi HTS | -26 | -9 | -7 | -4 | 2
INS-1E rescue | 9 | 1 | / | 7 | 5

Other entries.
#25 Cc1ccc(S(=O)(=O)Nc2ccc3c(c2)C(=O)N([C@H](C)CO)C[C@H](C)[C@@H](CN(C)Cc2ccc(C(=O)O)cc2)O3)cc1
#26 CNC[C@H]1OCc2cn(nn2)CCCC(=O)N([C@H](C)CO)C[C@@H]1C
#27 COc1ccc(NC(=O)Nc2ccc3c(c2)C(=O)N([C@H](C)CO)C[C@H](C)[C@H](CN(C)S(=O)(=O)c2ccc(Cl)cc2)OCCCC[C@@H](C)O3)cc1
#28 C[C@H](CO)N1C[C@H](C)[C@H](CN(C)S(=O)(=O)c2ccccc2)Oc2ccc(NC(=O)c3ccncc3)cc2CC1=O
#29 COc1ccc(CN(C)C[C@@H]2Oc3ccc(NC(=O)Cc4ccccc4)cc3C(=O)N([C@@H](C)CO)C[C@H]2C)cc1
#30 Cc1noc(C)c1S(=O)(=O)Nc1ccc2c(c1)CC(=O)N([C@H](C)CO)C[C@@H](C)[C@@H](CN(C)Cc1ccc(Cl)c(Cl)c1)O2
Screen / compound no. | 25 | 26 | 27 | 28 | 29 | 30
T cruzi HTS | -6 | -28 | 0 | 0 | 13 | 61*
INS-1E rescue | 7 | 4 | -9 | -3 | -1 | -28

#31 CC(C)NC(=O)Nc1ccc2c(c1)CC(=O)N([C@@H](C)CO)C[C@H](C)[C@H](CN(C)Cc1ccc(Oc3ccccc3)cc1)O2
#32 Cc1noc(C)c1NC(=O)Nc1ccc2c(c1)C(=O)N([C@@H](C)CO)C[C@H](C)[C@@H](CN(C)S(=O)(=O)c1cccs1)O2
#33 C[C@@H]1CCCCO[C@H](CN(C)Cc2ccccc2)[C@@H](C)CN([C@H](C)CO)C(=O)c2cc(NC(=O)Nc3ccc4c(c3)OCO4)ccc2O1
#34 C[C@@H]1CCCCO[C@@H](CN(C)C(=O)Nc2ccc(C(F)(F)F)cc2)[C@@H](C)CN([C@H](C)CO)C(=O)c2cc(NC(=O)Nc3ccc(F)cc3)ccc2O1
#35 Cc1noc(C)c1NC(=O)N(C)C[C@@H]1OCCCC[C@@H](C)Oc2ccc(NC(=O)CCCCCC(=O)Nc3ccccc3N)cc2C(=O)N([C@H](C)CO)C[C@@H]1C
#36 Cc1noc(C)c1S(=O)(=O)Nc1ccc2c(c1)C(=O)N([C@H](C)CO)C[C@@H](C)[C@@H](CN(C)S(=O)(=O)c1ccc(F)cc1)O2
Screen / compound no. | 31 | 32 | 33 | 34 | 35 | 36
T cruzi HTS | -1 | -14 | 41 | 71* | -15 | 9
INS-1E rescue | -36 | 5 | -12 | -14 | -4 | -2

#37 CNC[C@H]1Oc2ccc(NS(=O)(=O)c3ccc(Cl)cc3)cc2CC(=O)N([C@@H](C)CO)C[C@H]1C
#38 COc1ccc(NC(=O)Nc2ccc3c(c2)C(=O)N([C@H](C)CO)C[C@@H](C)[C@@H](CN(C)Cc2ccc(C(=O)Nc4ccccc4N)cc2)O3)cc1
#39 C[C@H]1CN([C@@H](C)CO)C(=O)c2cc(NC(=O)Nc3ccc(C(F)(F)F)cc3)ccc2O[C@@H]1CN(C)C(=O)Nc1ccc2c(c1)OCO2
#40 O=C(NO)c1ccc(C(=O)N/N=C/c2ccc3c(c2)CCO3)cc1
#41 C[C@@H]1CN([C@@H](C)CO)C(=O)c2cc(NC(=O)Nc3ccc(F)cc3)ccc2O[C@H]1CN(C)S(=O)(=O)c1ccccc1
#42 Cc1noc(C)c1NC(=O)N(C)C[C@H]1Oc2c(cccc2N(C)C)C(=O)N([C@@H](C)CO)C[C@H]1C
Screen / compound no. | 37 | 38 | 39 | 40 | 41 | 42
T cruzi HTS | -35 | 19 | -15 | -3 | 33 | -20
INS-1E rescue | 10 | 14 | -6 | 14 | 13 | 8

#43 Cc1ccc(S(=O)(=O)Nc2ccc3c(c2)C(=O)N([C@@H](C)CO)C[C@@H](C)[C@H](CN(C)Cc2ccc(Oc4ccccc4)cc2)O3)cc1
#44 C[C@@H]1CCCCO[C@@H](CN(C)C(=O)CCCN(C)C)[C@@H](C)CN([C@H](C)CO)C(=O)c2cc(NC(=O)CCC(F)(F)F)ccc2O1
#45 C[C@H](CO)N1C[C@H](C)[C@H](CN(C)Cc2ccc(C(F)(F)F)cc2)Oc2c(NC(=O)c3cnccn3)cccc2C1=O
#46 C[C@H](CO)N1C[C@H](C)[C@@H](CN(C)Cc2ccc(-c3ccccc3)cc2)Oc2c(NS(=O)(=O)c3cccs3)cccc2C1=O
Screen / compound no. | 43 | 44 | 45 | 46
T cruzi HTS | 15 | -22 | 15 | 60
INS-1E rescue | -12 | 2 | -2 | -7

A second format for part of the listing above:
nr	canonical_smiles	T cruzi HTS	INS-1E rescue
43	Cc1ccc(S(=O)(=O)Nc2ccc3c(c2)C(=O)N([C@@H](C)CO)C[C@@H](C)[C@H](CN(C)Cc2ccc(Oc4ccccc4)cc2)O3)cc1	15	-12
44	C[C@@H]1CCCCO[C@@H](CN(C)C(=O)CCCN(C)C)[C@@H](C)CN([C@H](C)CO)C(=O)c2cc(NC(=O)CCC(F)(F)F)ccc2O1	-22	2
